# High-throughput results as filed in PubChem BioAssay.
# MrgX1 PAM: allosterically activates human MrgX1 receptor signaling; MrgX1-HEK293, Fluo-4 calcium flux, FDSS; stronger effect = higher value; Q96LB2; B-score at 10 µM; hit rate 0.63% among 310,000; AID 588675;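 active means plate-corrected calcium response at least 3 library SD above typical, normal starting fluorescence, not activating the receptor alone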;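 further: compound read alongside a low EC10 to EC30 dose of BAM8-22 agonist; peak minus trough fluorescence over baseline measured at the second addition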
# Target sequence (Q96LB2 whole entry, looked up): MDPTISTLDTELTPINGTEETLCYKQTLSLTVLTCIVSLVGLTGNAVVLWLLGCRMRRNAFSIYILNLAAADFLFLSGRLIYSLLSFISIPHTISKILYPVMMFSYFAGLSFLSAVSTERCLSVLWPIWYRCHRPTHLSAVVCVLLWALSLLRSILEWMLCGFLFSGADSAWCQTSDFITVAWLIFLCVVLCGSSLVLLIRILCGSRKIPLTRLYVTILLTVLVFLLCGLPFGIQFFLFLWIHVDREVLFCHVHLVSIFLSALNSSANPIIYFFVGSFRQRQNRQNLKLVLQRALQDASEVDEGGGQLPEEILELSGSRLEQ
# SKKanGAS inh: blocks kanamycin growth of S. pyogenes SKKanGAS strain | AID 1662 | inhibition, % at 7.5 µM | hit rate 1.3% among 300,000 | BacTiter-Glo, 6 h;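 active means mean replicate score, as percent of positive control median, at least 50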;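 further: strain carries kanamycin resistance gene driven by streptokinase promoter and grows in 40 µg/ml kanamycin; loss of luminescence reflects streptokinase promoter inhibition or plain growth inhibition; 0% = median of DMSO wells and 100% = positive control at its reference dose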
# RGS4 pot: potentiators or activators of RGS4; HEK293 M3R/inducible RGS4, carbachol calcium flux Fluo4; stronger effect = lower value; B-score at 10 µM; hit rate 0.92% among 310,000;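 active means B-score of the integrated calcium signal more than 4 SD below the library mean, with starting fluorescence not abnormally high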;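 further: negative B-score means reduced calcium response which marks RGS4 activation or potentiation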
#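 System: HEK293 FlpIn-TREx cells, stable M3R, doxycycline-inducible RGS4. Timing: overnight RGS4 induction, 30 min dye load 37 °C, 20 min compound RT. Also added: carbachol, ECmax concentration. Measured by: Fluo4 fluorescence kinetic imaging of calcium. Evaluation: integrated calcium ratio converted to B score.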
# RGS4 block: inhibitors of human RGS4; hit rate 0.45% among 310,000; AID 463165; P49798; HEK293 M3R/RGS4 inducible, Fluo-4 calcium flux; stronger effect = higher value; triggered by carbachol at its EC20; B-score at 10 µM;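 active means B-score, a plate-corrected calcium signal, over three deviations above library mean, with baseline fluorescence within five deviations of library mean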;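 further: RGS4 expression induced by doxycycline in cells with stable M3 receptor; B-score is computed from the integrated fluorescence ratio over baseline after carbachol; higher B-score means a larger calcium signal and so more RGS4 inhibition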
# Target sequence (P49798 whole entry, looked up): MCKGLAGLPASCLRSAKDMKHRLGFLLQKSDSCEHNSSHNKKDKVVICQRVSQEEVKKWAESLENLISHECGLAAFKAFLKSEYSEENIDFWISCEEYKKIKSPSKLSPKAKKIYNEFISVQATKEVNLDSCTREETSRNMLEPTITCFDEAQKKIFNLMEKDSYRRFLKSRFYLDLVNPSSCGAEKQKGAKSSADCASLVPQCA
# TRPC4 inh: inhibitors of mouse TRPC4 channel; B-score at 10 µM; HEK293 TRPC4beta/mu-opioid, DAMGO-evoked Fluo4 calcium flux; stronger effect = lower value; Q9QUQ5; hit rate 0.39% among 300,000;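 active means B-score over 3 SD under the library average, no early fluorescence shift, positive overall ratio signal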
#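 System: stable TRPC4beta/mu-opioid receptor HEK293 cells; Dosing: single-point compound dosing; Measured by: Fluo4 Ca2+ flux fluorescence; Read-out basis: per-well B score of integrated baseline-normalized Fluo4 ratio.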
# MrgX1 agonist: activates human MrgX1 receptor signaling. Q96LB2. MrgX1-HEK293 cells, Fluo-4 calcium fluorescence, agonist mode; stronger effect = higher value. B-score at 10 µM. hit rate 0.44% among 310,000;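 active means calcium response B-score plate-corrected fluorescence ratio at least 3 library SD, with starting fluorescence B-score inside 5 SD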
#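 Assay system: MrgX1-expressing HEK293 cells / Amount: fifteen thousand cells per well / Doses: test compound in the initial addition of three / Timing: cells plated overnight, dye loaded 0.5 h 37 °C, 0.5 h room temperature / Technique: kinetic calcium dye fluorescence, Fluo-4 NW / Control set: positive and negative controls per plate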
# TRPC6 activator: activators of mouse TRPC6 channel | Q61143 | HEK293-TRPC6 membrane potential dye fluorescence; stronger effect = higher value | B-score at 10 µM | hit rate 0.13% among 310,000;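 active means B-score of the integrated fluorescence ratio above library mean plus 3 SD, and starting fluorescence ratio within library mean plus 5 SD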;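 further: higher score means more depolarization so channel activation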
# HIF activator: HIF pathway transcriptional activation; U2OS HRE-luciferase reporter, luminescence; normalized: DMSO 0%, desferrioxamine 100%; activation, % at 7.5 µM (by protocol); hit rate 0.32% among 300,000;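 active means mean activation of at least 10% of the iron chelator positive control signal, with at least half of replicates also reaching 10%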
# TRPC6 inh: blocks the mouse TRPC6 cation channel; Q61143; HEK293-TRPC6, membrane potential dye, ACh-evoked depolarization; stronger effect = lower value; B-score at 10 µM; hit rate 1.1% among 310,000; AID 2553;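 active means B-score under library mean minus 3 SD, initial fluorescence not abnormally high, positive integrated signal ratio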;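 further: B-score derived from integrated fluorescence ratio over the kinetic read; more negative B-score means stronger inhibition of depolarization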
# MrgX1 antagonist: antagonists of human MrgX1 receptor; hit rate 1.3% among 310,000; AID 588676; B-score at 10 µM; Q96LB2; MRGX1-HEK293 calcium flux, Fluo-4, BAM8-22 antagonism; stronger effect = lower value;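 active means calcium-response B-score plate-corrected more than 3 library SD below zero, starting fluorescence within 5 deviations, no agonist response on first addition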;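 further: peak minus trough fluorescence over baseline after final BAM8-22 challenge near maximal dose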
# Platelet DG rel: modulates dense granule release in human platelets; human platelet-rich plasma, SFLLRN dense granule ATP release, luminescence; inhibition, %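 (compounds screened at 7.5 µM in platelet-rich plasma)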; hit rate 0.22% among 300,000;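 active means mean replicate score, as percent of positive control, at or above 50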
# Starred values were filed as active, the others as inactive; i = inactive; . = not tested or not shown. Random draw from the library. Share with any hit: about 6.1%.
# Second line of a record – MrgX1 PAM | SKKanGAS inh | RGS4 pot | RGS4 block | TRPC4 inh | MrgX1 agonist | TRPC6 activator | HIF activator | TRPC6 inh | MrgX1 antagonist | Platelet DG rel
> O=C(c1cc(COc2c(F)cccc2F)on1)N1CCN(C2CCCCC2)CC1
  i | -7 | i | i | i | i | i | 0.3 | i | i | 5
> CCc1ccc(OCC(=O)NNC(=O)c2cc(S(=O)(=O)N(C)C)ccc2N2CCCC2)cc1
  i | 17 | i | i | i | i | i | -0.2 | i | i | 13
> Cc1ccc(CNC(=O)c2cc3c(-c4ccc(Cl)cc4)nn(C)c3s2)o1
  i | 29 | i | i | i | i | i | . | i | i | -10
> CCc1ccc(CCC(=O)Nc2nnc(C)s2)o1
  i | -9 | i | i | i | i | i | -0.3 | i | i | -7
> CCOC(=O)c1cc(NC(=O)N(CC)CC)c(C)nc1C
  i | 4 | i | i | i | i | i | -0.3 | i | i | 3
> COCCCNC(=S)NNC(=O)c1ccccn1
  i | 21 | i | i | i | i | i | 5.1 | i | i | -5
> Cc1cc(C)n(CCN(C)C(=O)C2CCC(=O)N(CCN3CCOCC3)C2)n1 (centres undefined)
  i | -1 | i | i | i | i | i | -0.3 | i | i | 0
> O=C(NCCc1ccccc1)C1CCCN(c2ncnc3c2nc2n3CCCCC2)C1 (centres undefined)
  i | 1 | i | i | i | i | i | -0.3 | i | i | -3
> O=C(NCc1cccc(Br)c1)C1CC2Cn3c(nc4ccccc43)C2N1c1ccccc1 (centres undefined)
  i | 2 | i | i | i | i | i | -0.8 | i | i | -3
> CCCc1cc(C(=O)Nc2cnn(Cc3ccc(F)cc3)c2)no1
  i | 1 | i | i | i | i | i | 1.7 | i | i | -1
> Cc1cc(S(=O)(=O)N2CCCC(C(=O)Nc3ccc(C(=O)O)cc3)C2)ccc1Cl (centres undefined)
  i | 2 | i | i | i | i | i | -0.2 | i | i | 1
> O=C(CC(c1ccccc1)c1ccccc1O)N1CCCCC1 (centres undefined)
  i | 1 | i | i | i | i | i | -9.2 | -6.3* | i | -7
> CN(C)CCCNC(=O)c1cc(Br)ccc1Cl
  i | -3 | i | i | i | i | i | -0.2 | i | i | -1
> CC1=NN(c2ccc(C(=O)OC(C)C)cc2)C(=O)/C1=C\C=C\c1ccco1
  i | 2 | i | i | i | i | i | 1.1 | -6.3* | i | 2
> C/C(=N/NC(=O)c1ccc(Cl)cc1Cl)c1cccnc1
  i | 4 | i | i | i | i | i | 1.3 | i | i | 6
> COC(=O)c1cccc(NC(=O)CC2C(=O)NCCN2C(=O)Nc2cc(C)cc(C)c2)c1 (centres undefined)
  i | 11 | i | i | i | i | i | 0.1 | i | i | 8
> CCOC(=O)C(c1ccccc1)C(Nc1ccc(Cl)c(Cl)c1)c1ccccn1 (centres undefined)
  i | -3 | i | i | i | i | i | -1.4 | i | i | 2
> Cc1ccc(S(=O)(=O)n2nc(OC(=O)c3ccccc3F)cc2N)cc1
  i | 10 | i | i | i | i | i | -0.1 | i | i | -1
> COCCn1c(SCC(=O)NC2CCCC2)nnc1-c1ccco1
  i | -4 | i | i | i | i | i | 1.5 | i | i | -4
> Cc1oc2c(c(C)cc3oc(=O)c(CC(=O)N[C@@H](C)C(=O)O)c(C)c32)c1C
  i | 0 | i | i | i | i | i | 0.7 | i | i | .
> Cc1ncc(CO)c(/C=N/NC(=O)c2ccc(Br)cc2)c1O
  i | 3 | i | 8.4* | i | i | i | 5.3 | i | i | -1
> Cc1nn(-c2ccccc2)c(C)c1C(=O)OCC(=O)N1CCN(S(=O)(=O)c2ccccc2)CC1
  i | -3 | i | i | i | i | i | 0.3 | i | i | 14
> COc1ccc2c(c1)C(NC(C)=O)C(=O)N2C (centres undefined)
  i | -4 | i | i | i | i | i | -17 | i | i | -4
> COC(=O)Cn1c(CN2CCC(Cc3ccccc3)CC2)nc2c1c(=O)n(C)c(=O)n2C
  i | -6 | i | i | i | i | i | -0.5 | i | i | -3
> COc1ccc(NC(=O)CCN2CCCCCC2)cc1
  i | -3 | i | i | i | i | i | -1.5 | i | i | -1
> CCOC(=O)c1ccc(NC(=O)CCC(=O)NCc2ccco2)cc1
  i | -4 | i | i | i | i | i | -0.1 | i | i | -3
> CCS(=O)(=O)Nc1ccc(C(=O)OC)cc1
  i | -1 | i | i | i | i | i | -0.3 | i | i | -3
> Cc1ccc(Cl)cc1-n1c(=O)cc(N2CCN(C(=O)c3ccco3)CC2)[nH]c1=O
  i | 0 | i | i | i | i | i | . | i | i | -8
> CCCCOC(=O)c1ccc(S(N)(=O)=O)o1
  i | -9 | i | i | i | i | i | 0.9 | i | i | -5
> COC(=O)c1c(C)cc(O)cc1O
  i | 0 | i | i | i | i | i | -0.2 | i | i | 5
> Cc1cccc(N(C(=O)c2ccc(CN3CCOCC3)o2)C(C(=O)NC(C)(C)C)c2ccc(F)cc2)c1 (centres undefined)
  i | -15 | i | i | i | i | i | 0.0 | i | i | -5
> COc1ccc(OC)c(/C=N/NC(=O)C(=O)N2CCCC2)c1
  i | -10 | i | i | i | i | i | -0.3 | i | i | 8
> CCC(CC)COC(=O)C1=C(C)NC(=O)NC1c1ccccc1Br (centres undefined)
  i | 3 | i | i | i | i | i | 0.5 | i | i | -6
> CCNC(=O)c1sccc1-n1cccc1
  i | -2 | i | i | i | i | i | -43 | i | i | -2
> O=C(COC(=O)c1ccccn1)Nc1cccnc1Cl
  i | -3 | i | i | i | i | i | -0.1 | i | i | 8
> CCN(/C=N/c1sc2c(c1C#N)CC(C)(C)NC2(C)C)CC
  i | -8 | i | i | i | i | i | 0.2 | i | i | -8
> COc1nc(N)nc(NC23CC4CC(CC(C4)C2)C3)n1
  15* | -6 | i | i | i | i | i | 0.5 | i | i | -26
> O=C(Nc1ccc2c(c1)OCCO2)C1CCN(C(=O)c2ccc([N+](=O)[O-])cc2)CC1
  i | -4 | i | i | i | i | i | -0.1 | i | i | -3
> CCCC(c1nnnn1C(C)(C)CC)N(Cc1ccco1)Cc1cc2ccc(OC)cc2[nH]c1=O (centres undefined)
  . | 8 | i | i | i | . | i | -0.3 | i | . | 2
> CC(=O)c1cccc(NC(=O)C(C)OC(=O)Cc2c[nH]c3ccccc23)c1 (centres undefined)
  i | -7 | i | i | i | i | i | -0.1 | i | i | -31
> Cc1ccccc1Cn1cnc2c(nnn2Cc2ccc(F)cc2)c1=O
  i | -6 | i | i | i | i | i | -0.3 | i | i | -6
> Cc1ccc(N2CC(C(=O)N3CCCCC3)CC2=O)cc1C (centres undefined)
  i | 0 | i | i | i | i | i | -0.1 | i | i | 30
> COc1ccc(-c2nnn(CC(=O)OC3CCCCC3)n2)cc1OC
  i | -1 | i | i | i | i | i | -0.3 | i | i | -2
> O=C(c1ccc([N+](=O)[O-])cc1)N(Cc1cccs1)C1CCS(=O)(=O)C1 (centres undefined)
  i | 1 | i | i | i | i | i | -0.1 | i | i | -11
> Cc1ccc(NC(=O)N2CCCC(c3nc(-c4ccc(F)cc4)no3)C2)cc1 (centres undefined)
  i | -1 | i | i | i | i | i | 0.4 | i | i | -1
> CCN(CC)S(=O)(=O)c1cc(C)ccc1NC(=S)Nc1cccnc1
  i | -1 | i | i | i | i | i | -0.3 | i | i | 0
> CCOC(=O)C1CCN(c2ccc([N+](=O)[O-])cc2S(=O)(=O)N2CCOCC2)CC1
  i | 4 | i | i | i | i | i | -0.5 | i | i | 6
> CCn1c(=O)c([N+](=O)[O-])c(NCCCn2ccnc2)c2ccccc21
  i | 5 | i | i | i | i | i | 0.2 | i | i | -1
> CCCC(=O)N(c1ccc(C(=O)O)cc1)c1nc(-c2ccccc2)c(C)s1
  i | 6 | i | i | i | i | i | -0.1 | i | i | 1
> COc1ccccc1C(=O)NCCOc1ccc(C)c(C)c1
  i | -7 | i | i | i | i | i | 0.8 | i | i | 5

# (next part)
# Second line of a record – MrgX1 PAM | SKKanGAS inh | RGS4 pot | RGS4 block | TRPC4 inh | MrgX1 agonist | TRPC6 activator | HIF activator | TRPC6 inh | MrgX1 antagonist | Platelet DG rel
> O=C(COC(=O)/C=C/c1ccc(F)cc1)Nc1cccc(S(=O)(=O)N2CCCC2)c1
  i | 29 | i | i | i | i | i | -0.6 | i | i | 1
> COc1ccc(NC(=O)CN2C(=O)c3ccccc3Sc3ccc(C(=O)N4CCOCC4)cc32)c(OC)c1
  i | 1 | i | i | i | i | i | -0.6 | i | i | 0
> COc1ccccc1N1CC(C)(C)C(=O)N(C(=O)c2ccc(Cl)cc2)C1=S
  i | -15 | i | i | i | i | i | -0.7 | i | i | -8
> CC(C)Sc1nc(SCC(=O)O)c2c3c(sc2n1)COC(C)(C)C3
  i | 3 | i | i | i | i | i | 0.4 | i | i | 4
> O=C(Nc1ccc(Cl)c(C(F)(F)F)c1)N1CCCC(O)C1 (centres undefined)
  i | -2 | i | i | i | i | i | 0.2 | i | -6.2* | 3
> CCCc1[nH]nc2c1C(C1CCCCC1)C(C#N)=C(N)O2 (centres undefined)
  i | -12 | i | i | i | i | i | -0.2 | i | i | -17
> CC(=O)Nc1ccc(NC(=O)N2CCCCC2)cc1
  i | -6 | i | i | i | i | i | 0.7 | i | i | 2
> Cc1cc(C)nc(N2CCCC(C(=O)NCCc3ccccc3F)C2)n1 (centres undefined)
  i | -5 | i | i | i | i | i | -0.4 | i | i | 1
> O=C(O)CC(NC(=O)C1CCCCC1)c1ccc(OC2CCCC2)cc1 (centres undefined)
  i | -16 | i | i | i | i | i | -0.2 | i | i | 8
> COc1ccc(OC)c(/C=C/C(=O)OCC(=O)Nc2ccc3c(c2)OCCO3)c1
  i | -9 | i | i | i | i | i | 0.0 | i | i | -7
> Cc1cccc2c1cnn2C(=O)Nc1ccccc1Cl
  i | 4 | i | i | i | i | i | -4.1 | i | i | -18
> CCOCCCNC(=O)NC(=O)CN1CCN(S(=O)(=O)c2ccc3c(c2)OCCO3)CC1
  i | 0 | i | i | i | i | i | -0.2 | i | i | 4
> O=C(NC(=S)N1CCCCC1)c1csc([N+](=O)[O-])c1
  i | -2 | i | i | i | i | i | 1.6 | i | i | -2
> Cc1cccc(N(CC(N)=O)C2SC(=O)N(c3ccccc3)C2=O)c1 (centres undefined)
  i | 2 | i | i | i | i | i | 0.3 | i | i | 0
